# Bioassay records from PubChem BioAssay.
# CHT allo act: CHT positive allosteric modulators, primary screen, cell-based, membrane potential dye, choline EC20. B-score at 10 µM. High affinity choline transporter 1 (Homo sapiens), Q9GZV3. 310,000 tested, 0.49% active. AID 488977, 2010. CHT-expressing cells; active compounds read high; LV-AA mutant CHT in HEK293 cells;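 active = initial fluorescence not abnormally high and integrated response B-score, plate-corrected, over 3 SD above library mean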
# Target sequence (Q9GZV3 whole entry, looked up): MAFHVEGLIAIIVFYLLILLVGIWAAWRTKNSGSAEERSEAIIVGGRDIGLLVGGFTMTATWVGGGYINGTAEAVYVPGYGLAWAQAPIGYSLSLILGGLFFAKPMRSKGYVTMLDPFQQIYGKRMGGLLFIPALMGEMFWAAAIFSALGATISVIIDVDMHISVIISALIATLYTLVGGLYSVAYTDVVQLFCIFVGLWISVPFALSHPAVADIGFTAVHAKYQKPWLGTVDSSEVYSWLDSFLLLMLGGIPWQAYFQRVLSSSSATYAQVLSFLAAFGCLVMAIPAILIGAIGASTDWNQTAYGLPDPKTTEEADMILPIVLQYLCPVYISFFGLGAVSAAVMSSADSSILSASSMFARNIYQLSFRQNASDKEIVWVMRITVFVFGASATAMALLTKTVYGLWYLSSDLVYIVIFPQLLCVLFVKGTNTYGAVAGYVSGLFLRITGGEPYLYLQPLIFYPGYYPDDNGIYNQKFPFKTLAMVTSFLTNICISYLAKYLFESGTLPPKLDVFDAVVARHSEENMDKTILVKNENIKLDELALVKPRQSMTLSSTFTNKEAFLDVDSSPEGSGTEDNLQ
# OX1R antag-1: antagonists of human orexin 1 receptor (OX1R). OX1R-expressing cells, FRET antagonist read-out. Orexin/Hypocretin receptor type 1 (Homo sapiens), O43613. AID 485270, 2010. inhibition, % at 6.6 µM. 330,000 tested, 1.8% active; in the data active = inhibition mostly above about 38%, no sharp cut-off; inactive = mostly below about 40%;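 also: 0% = agonist challenge alone and 100% = reference antagonist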
# Target sequence (O43613 whole entry, looked up): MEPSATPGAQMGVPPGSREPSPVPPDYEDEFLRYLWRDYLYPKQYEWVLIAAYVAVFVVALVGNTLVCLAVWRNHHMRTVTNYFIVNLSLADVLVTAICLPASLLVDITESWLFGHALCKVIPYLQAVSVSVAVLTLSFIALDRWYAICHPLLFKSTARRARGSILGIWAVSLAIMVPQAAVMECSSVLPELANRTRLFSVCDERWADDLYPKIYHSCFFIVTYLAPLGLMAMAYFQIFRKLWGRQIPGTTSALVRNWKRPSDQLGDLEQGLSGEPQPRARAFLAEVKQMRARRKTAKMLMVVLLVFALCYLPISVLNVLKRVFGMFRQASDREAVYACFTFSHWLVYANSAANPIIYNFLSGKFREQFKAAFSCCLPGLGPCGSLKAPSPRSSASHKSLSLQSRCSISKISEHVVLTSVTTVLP
# OX1R antag-2: OX1R (HCRTR1) antagonists, primary screen, fluorescence, CHO/OX1R cells, Fluo-8 calcium, orexin A | Orexin/Hypocretin receptor type 1 (Homo sapiens), O43613 | Fluo-8 calcium fluorescence | inhibition, % at 5 µM | 330,000 tested, 0.43% active | AID 434989, 2010;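 active = inhibition above its plate's threshold, mean inhibition of all tested compounds on the plate plus 3 SD, cut at about 37% in these data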;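 also: 0% = orexin A challenge wells and 100% = SB-334867-A antagonist wells; not every result past the cut was called active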
# * = called active by the depositor; i = inactive; nt = no result given.
SMILES,CHT allo act,OX1R antag-1,OX1R antag-2
COc1ccccc1C1CC(=O)NC(C)=C1C(=O)OC(C)C (stereo unspecified),i,16.7,-24.4
Cc1ccc(S(=O)(=O)N2CCC(C(=O)N/N=C/c3cccn3C)CC2)cc1,nt,5.5,-17.4
N#Cc1ccc(CN2CCN(CC(=O)Nc3ccccc3C(=O)NC3CC3)CC2)cc1,nt,-2.1,-7.9
CCOc1ccc(C(c2c(C)[nH][nH]c2=O)c2c(C)[nH][nH]c2=O)cc1OC,i,15.7,3.8
Cn1nnc2c[n+](CC(=O)c3ccc(Cl)cc3)cc(Br)c21,i,4.5,-7.8
CC1CCN(CCCNC(=O)C2CC(=O)N(CCc3ccccc3)C2)CC1 (stereo unspecified),i,9.6,-1.6
CCOC(=O)c1sc2nc(CC(C)C)c3c(c2c1N)CCC3,i,22.0,-25.6
Cc1ccc(S(=O)(=O)N2CCCCC2)cc1C(=O)NCCC1=CCCCC1,i,12.7,-21.0
CCOC(=O)c1cnn(-c2ccccc2)c1NC(=O)C(F)(F)C(F)(F)C(F)(F)F,i,33.2,-4.0
CCOC(=O)c1c(NC(=O)CN2CCCCC2)sc2c1CCN(C(=O)OCC)C2,i,16.6,-22.5
O=C(c1ccc2c(c1)OCO2)C1CCCN(Cc2c(F)ccc(F)c2F)C1 (stereo unspecified),i,11.3,-13.9
O=C(/C=C/N1CCN(Cc2ccccc2)CC1)C(F)(F)F,i,19.0,-4.0
Cc1cc(=O)n2ccsc2n1,i,10.8,9.3
O=C(O)CN1CCCCC1,i,15.4,-2.7
N#CCc1ccc(Oc2ccc([N+](=O)[O-])cn2)cc1,i,30.4,2.0
O=C(COc1ccccc1)NCC(=O)N/N=C/c1ccccc1,i,15.7,-20.2
O=C(O)c1ccccc1Nc1ccnc(C(F)(F)F)c1,i,9.1,-1.0
COCc1cc(C)nc(Nc2ccccc2C)c1C#N,i,9.5,-15.7
CC(O)C(NC=C1C(=O)OC(C)(C)OC1=O)C(=O)O (stereo unspecified),i,11.9,-16.9
CCCCCCCCCCOC(=O)Cn1c(COc2ccc(Cl)cc2)[n+](C)c2ccccc21,i,6.5,21.3
CSc1ccc(C=O)cc1,nt,10.2,2.9
O=C(CCCNS(=O)(=O)c1cccc2nsnc12)NC1CCCCC1,i,80.2*,-19.7
Cc1cccc(C(=O)NNC(=O)c2ccc(NS(=O)(=O)c3cccs3)cc2)c1C,nt,5.4,-4.5
COc1ccc(-n2c(SCC3OCCO3)nc3c(sc(=S)n3-c3ccccc3)c2=O)cc1OC,i,10.5,-15.9
CCOC(=O)Cc1nn(Cc2ccccc2)c(=O)c2ccccc12,i,19.9,-25.1
COc1ccc(CCNC(=O)COC(=O)/C=C/c2ccc3c(c2)OCO3)cc1OC,nt,14.7,-1.2
Nc1nc2n(n1)C(=O)CC(c1ccccc1)N2 (stereo unspecified),i,1.8,0.7
Cc1ccccc1-c1nc(CSc2nc3c(c(=O)[nH]2)CCC3)c(C)o1,i,0.5,-13.3
COc1ccc(S(=O)(=O)N2CCCCC2)cc1NC(=O)CCCOc1ccccc1,nt,5.4,-4.5
O=c1oc2ccccc2c(NCCO)c1[N+](=O)[O-],i,27.5,-2.9
CCOC(=O)C1(O)CSc2nc3sc(C(=O)O)c(C)c3c(=O)n21 (stereo unspecified),i,18.3,-6.8
O=C(Nc1nnc(-c2ccccc2SCc2ccccc2F)s1)Nc1ccccc1F,i,23.1,1.4
O=C(Nc1cccc(O)c1)c1ccc([N+](=O)[O-])cc1Cl,i,36.8,-3.3
COc1c(C(=O)N2CCCC2)ccc2ccccc12,i,18.6,9.3
Cc1cc(C)c2ccc(NN)nc2c1O,i,20.9,-33.8
O=C1c2cccc3cccc(c23)C(=O)N1CC1CCN(CC(O)COCc2ccc3c(c2)OCO3)CC1 (stereo unspecified),i,33.2,-21.7

# In a second layout: 2 of the compounds above.
SMILES	CHT allo act	OX1R antag-1	OX1R antag-2
O=C(Nc1nnc(-c2ccccc2SCc2ccccc2F)s1)Nc1ccccc1F	i	23.1	1.4
O=c1oc2ccccc2c(NCCO)c1[N+](=O)[O-]	i	27.5	-2.9

# (further entries)
SMILES,CHT allo act,OX1R antag-1,OX1R antag-2
O=C(COC(=O)c1ccc(Cl)nc1)NNC(=O)c1ccc(Cl)cc1,i,2.5,-20.1
CC(O)CN(Cc1ccc(Cl)cc1)CC(C)O (stereo unspecified),i,7.9,-6.6
CCc1nc(SCC(=O)Nc2cccc3ccccc23)[nH]c(=O)c1C,i,8.2,19.7
CCc1cc(C(=O)OC)c(NC(=O)c2cc(Br)cs2)s1,i,5.4,-17.9
CN(Cc1cccc(Cl)c1Cl)C(=O)c1cc(S(=O)(=O)N2CCOCC2)ccc1F,nt,10.1,-23.7
CC(C)[C@H](NC(=O)c1ccccc1)C(=O)N1CCc2ccccc21,i,10.9,-18.9
Cc1nc(-c2cccs2)ccc1C(=O)O,i,14.0,-21.0
Cc1cc(C)n(S(=O)(=O)c2ccccc2)n1,i,5.5,-0.5
Cc1cccc(C)c1OCCCCCNCCO,i,16.6,-17.1
COc1ccccc1C(CNC(=O)c1ccc(-c2ccccc2Cl)o1)N1CCCC1 (stereo unspecified),i,4.2,-33.7
O=C(NC(=S)Nc1ccccc1F)c1ccc(Br)o1,i,8.6,-18.7
Cc1c(C(=O)OCC(=O)NCc2ccc3c(c2)OCO3)cccc1[N+](=O)[O-],i,19.4,2.9
COc1ccc(C2C(Oc3ccccc3C)C(=O)N2Cc2ccc(F)cc2)cc1OC (stereo unspecified),i,36.3,-16.3
O=S1(=O)[C@H]2C[C@@H]3C=C[C@@]2(CN1Cc1ccc(Cl)cc1)O3,i,3.8,-13.3
O=C(NCc1ccc2c(c1)OCO2)C1CCCN(S(=O)(=O)c2cccnc2)C1 (stereo unspecified),i,5.0,-8.4
O=C(CSc1ccc(Br)cc1)N1CCN(C(=O)c2ccco2)CC1,i,15.4,-20.5
Cc1ccc(C(=O)N/C(=C\c2cccs2)C(=O)N2CCCCCC2)cc1,i,17.9,-24.5
Cc1ccc(NC(=O)COC(=O)Cc2ccsc2)c(C)c1,i,19.7,-23.2
CCOC(=O)c1cnc2c(ccc3ccccc32)c1NCCCN(C)C,i,4.8,-23.6
O=C(NCCN1C(=O)S/C(=C\c2ccccc2F)C1=O)C1CC(=O)N(Cc2ccccc2)C1 (stereo unspecified),nt,18.8,-6.9
CCOc1ccc(NC(=O)CN(C)C(=O)c2ccc3nc(CC)c(CC)nc3c2)cc1OCC,i,18.4,-39.6
CCCC(=O)N(c1ccc2oc(=O)sc2c1)S(=O)(=O)c1ccccc1,i,9.0,0.9
COc1ccccc1NC(=O)c1ccc(NC(=O)c2nc3nccc(C)n3n2)cc1,nt,6.1,-21.9
O=C(CN1CCN(S(=O)(=O)c2ccc(Br)cc2)CC1)N/N=C/c1ccc(Br)s1,i,4.8,-17.4
CCn1c(=N)n(CCO)c2ccccc21,i,10.2,-1.1
NC(=O)c1ccsc1NC(=O)COC(=O)CSc1ccc(Cl)cc1,i,8.3,45.3*
O=C(N/N=C/c1ccccc1C(=O)O)C(=O)N1CCCCC1,i,16.2,7.3
O=S(=O)(Nc1ccc(Cl)c(Cl)c1)N1CCOCC1,i,7.0,-23.8
O=C(CSc1nc(-c2ccccc2Cl)ns1)Nc1ccc2c(c1)OCO2,i,9.6,-10.2
CCOc1ccccc1Nc1ncccc1C(=O)O,i,22.2,-22.4
COc1ccc(CN(CC(=O)NCc2ccc(F)cc2)C(=O)c2ccco2)cc1,i,14.1,-7.8
Cc1ccc(NS(=O)(=O)c2cc3c(cc2C)NC(=O)CO3)cc1,i,2.7,-16.0
O=C(CSc1cccc[n+]1[O-])Nc1ccccc1Oc1ccccc1,i,26.4,2.4
Cc1cccc(C)c1NC(=S)N(Cc1ccccc1)Cc1cccs1,i,25.3,-41.7
O=C(COC(=O)Cn1cnc2ccccc2c1=O)NCc1ccccc1Cl,i,6.5,-10.4
NC(=O)c1cc(-c2ccccc2)nc2ccc(Br)cc12,i,10.7,-7.3

# Shown as a hit in OX1R antag-1, among the entries above:
compound | OX1R antag-1 | OX1R antag-2
O=C(CCCNS(=O)(=O)c1cccc2nsnc12)NC1CCCCC1 | 80.2* | -19.7

# Quoted from the listing:
# CCOc1ccc(NC(=O)CN(C)C(=O)c2ccc3nc(CC)c(CC)nc3c2)cc1OCC – OX1R antag-2: -39.6
# O=C(NC(=S)Nc1ccccc1F)c1ccc(Br)o1 – OX1R antag-2: -18.7
# CC(O)C(NC=C1C(=O)OC(C)(C)OC1=O)C(=O)O (stereo unspecified) – OX1R antag-1: 11.9
# O=C(O)CN1CCCCC1 – OX1R antag-2: -2.7
# CN(Cc1cccc(Cl)c1Cl)C(=O)c1cc(S(=O)(=O)N2CCOCC2)ccc1F – OX1R antag-2: -23.7
# CC(O)CN(Cc1ccc(Cl)cc1)CC(C)O (stereo unspecified) – OX1R antag-2: -6.6
# O=C(CSc1nc(-c2ccccc2Cl)ns1)Nc1ccc2c(c1)OCO2 – OX1R antag-2: -10.2

# Other entries follow:
SMILES,CHT allo act,OX1R antag-1,OX1R antag-2
CCOC(=O)n1n[n+]([O-])c2ccccc21,i,-0.1,-4.0
C#CCNC(=O)C1=C[C@H](c2cn(C(C)=O)c3ccccc23)[C@@H](CCCO)[C@H](OCC)O1,i,16.6,-19.6
O=C(NC(=S)N(CCCCO)C1CCCCC1)c1sc2ccccc2c1Cl,i,3.4,-20.6
CCN(C[C@H]1N[C@@](CC)(C(=O)OC)[C@H]2C(=O)N(C)C(=O)[C@@H]12)S(=O)(=O)c1ccc(OC(F)(F)F)cc1,nt,18.2,10.4
CCc1ccc(CN(C)C(=O)c2cc(COc3c(F)cccc3F)on2)cc1,i,8.4,-15.0
COc1ccc2nc3sc(C(=O)N4CCN(C)CC4)cc3cc2c1,i,110.3*,10.4
Cc1cc(C)c(S(=O)(=O)c2ccccc2Cl)c(Cl)n1,i,10.2,-32.0
Cc1sc2ncnc(OCC(=O)NC(C)C(C)C)c2c1C (stereo unspecified),i,20.2,-31.2
O=C(N/N=C/c1ccccc1O)C1(O)c2ccccc2-c2ccccc21,i,12.2,-10.8
CN(c1ccccc1)S(=O)(=O)c1ccc(C(=O)OCC(=O)N2CCOCC2)cc1,i,19.8,-26.9
COc1ccc(NC(C)=O)cc1S(=O)(=O)Nc1ccc(OCc2ccccc2)cc1,i,12.9,-16.1
O=C1N(Cc2ccc3c(c2)OCO3)c2ccccc2C1(O)c1c[nH]c2ccccc12 (stereo unspecified),i,15.9,6.0

# Complete entries from above. Order of screens: CHT allo act | OX1R antag-1 | OX1R antag-2
# Entry for O=S(=O)(Nc1ccc(Cl)c(Cl)c1)N1CCOCC1 = i | 7.0 | -23.8
# Entry for CCOC(=O)n1n[n+]([O-])c2ccccc21 = i | -0.1 | -4.0

# Further results:
SMILES,CHT allo act,OX1R antag-1,OX1R antag-2
O=C(CN(C(=O)c1csnn1)c1ccc(F)c(Cl)c1)NCc1ccc(F)cc1,i,15.3,-17.5
Cc1cccc(C(=O)NNC(=O)c2ccc(NC(=O)C(C)(C)C)cc2)c1,i,20.4,-13.7
COc1ccc(NC(=O)CSc2nnc(C3CCCCC3)n2N)c(OC)c1,i,12.6,-5.9
CCOc1ccc(C(C)NC(=O)Nc2ccc(F)cc2F)cc1 (stereo unspecified),i,-2.4,-7.2
Clc1ccccc1OCCCn1ccnc1,i,4.6,-5.1
O=C(CSc1nnc(-c2ccc3c(c2)OCO3)o1)Nc1ncc(Cl)cc1Cl,i,10.2,-23.4
CC(Oc1ccccc1)C(=O)NNC(=O)c1cccs1 (stereo unspecified),i,13.9,-10.2
CC(C)OCc1ccc(C(=O)N2CCN(S(=O)(=O)c3ccc(Br)s3)CC2)cc1,nt,-1.8,-16.4
COc1ccc(C)cc1NC(=O)C1CCCN(S(=O)(=O)c2cccnc2)C1 (stereo unspecified),i,0.1,-19.1
Cc1ccc(NC(=O)c2sc3ccccc3c2Cl)nc1,i,7.4,-16.8
O=S(=O)(NC1CCCCCCC1)c1ccc(F)cc1,i,22.2,-36.3
CCCS(=O)(=O)N1CCCC(C(=O)NC(C)c2ccc3c(c2)OCCO3)C1 (stereo unspecified),i,12.0,-18.1
CC1C(=O)N2CCCc3cc(S(=O)(=O)N4CCN(c5ccc(F)cc5)CC4)cc1c32 (stereo unspecified),i,19.4,-24.3
CCc1ccccc1NC(=O)C1CCN(C(=O)N2CCOc3ccccc32)CC1,i,-1.0,-24.6
COCCNC(=O)CCCn1c(=O)c2cc(OC)c(OC)cc2n(CC(=O)Nc2ccccc2OC)c1=O,i,6.0,-26.6
CC(CNC(=O)CCn1c(=O)c2cccn2c2ccc(F)cc21)c1ccccc1 (stereo unspecified),i,47.5,-39.7
Cc1cc(C(=O)COC(=O)c2ccc[nH]c2=O)c(C)n1C1CC1,i,10.3,-2.7
CCc1ccc(N2CC(C(=O)Nc3ccc(S(=O)(=O)Nc4nccs4)cc3)CC2=O)cc1 (stereo unspecified),i,9.4,-9.6
Nc1c(NCc2ccccc2)c(=O)c1=O,i,1.7,3.7
O=C1CCN(Cc2nc(-c3ccc(Cl)cc3)no2)CCN1,i,10.8,2.1
O=C(CSc1nc2ccccc2c(=O)n1CCCO)NC1CC1,nt,0.0,-14.2
CCCC(=O)N/C(N)=N/c1nc(C)c2ccccc2n1,i,11.4,-4.4
O=C(Nc1ccc(S(=O)(=O)Nc2ncccn2)cc1)C12CC3CC(CC(Cl)(C3)C1)C2,nt,2.2,-6.6
Cc1ccc(-c2cc(C(=O)Nc3nccs3)c3ccccc3n2)o1,i,14.4,-15.2
O=C(C[n+]1cc(Br)cc2ccccc21)c1ccccc1,i,48.6,-30.5
C=CCN1C(=NC(=O)CCC(=O)O)SC2CS(=O)(=O)CC21 (stereo unspecified),i,7.0,-0.1
